Dengue-2 NS5 capping = Dengue-2 NS5 methyltransferase inhibitors, primary screen, biochemical, confirmation dose response (AID 588689). Dengue-2 NS5 methyltransferase capping enzyme assay, biochemical; higher % means a stronger effect. inhibition, % at 25 µM, or IC50 in µM where a hit was titrated. actives 0.3% (n = 340,000); in the data active means a potency from the dose series; inconclusive means inhibition above about 29% without an active follow-up result
LYP inhibition = inhibitors of LYP phosphatase, biochemical, fluorescence intensity, uHTS (AID 1779) | actives 0.054% (n = 290,000) | recombinant LYP phosphatase, fluorescence intensity; higher % means a stronger effect | inhibition, % at 11.5 µM; hits with a dose series show IC50 in µM; in the data active means inhibition above about 50%;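 further: plate controls were vehicle with enzyme for no effect and no enzyme for full effect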
RSV CPE inhibition = inhibition of RSV-induced cytopathic effect – HEp-2 cells, primary 10 µM value included (AID 2391) | CPE inhibition, % at 10 µM, or IC50 in µM where a hit was titrated | actives 0.13% (n = 310,000) | HEp-2 cells, RSV-induced CPE inhibition; higher % means a stronger effect; in the data active means a potency from the dose series; inconclusive means CPE inhibition mostly from about 23% at the one dose, without a potency; inactive means the rest, 99 in 100 with CPE inhibition below about 21%; further: strong numbers were not always called active
SIAH1 antagonists = Siah-1 peptide-binding antagonists, primary screen, biochemical, fluorescence polarization, rhodamine-plectin, uHTS (AID 1817); Siah-1 / rhodamine-plectin peptide fluorescence polarization; higher % means a stronger effect; displacement, % at 20 µM; hits with a dose series show IC50 in µM; actives 0.02% (n = 290,000);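 active means displacement of at least 50% at 20 µM, with a fluorescence ratio check between 0.3 and a set limit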;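 further: plate controls were Siah plus tracer with DMSO for no effect and tracer alone without Siah for full effect; strong numbers were not always called active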
AID2073 = inhibitors of Mint1-CaV2.2 protein interaction, biochemical, HTRF (AID 2073); actives 0.19% (n = 290,000); inhibition, % at 20 µM; hits with a dose series show IC50 in µM; HTRF protein-protein interaction, Mint1-CaV2.2; higher % means a stronger effect; in the data active means inhibition mostly above about 51%, no sharp cut-off; inconclusive means no clear call, values can overlap the other calls; inactive means mostly below about 53%; further: some results filed as inactive read as strong as hits
HIV fusion peptide = inhibitors of HIV fusion peptide binding, primary screen, biochemical, uHTS, fluorescence dequenching (AID 1986); cell-free peptide binding, fluorescence dequenching, 30 min; higher % means a stronger effect; one-dose inhibition, % at 20 µM; IC50 in µM for titrated hits; actives 0.3% (n = 290,000); in the data active means inhibition mostly above about 52%, no sharp cut-off; inactive means mostly below about 76%; further: some results filed as inactive read as strong as hits
Rac1 GTP hydrolysis = MgcRacGAP GTPase-activating activity inhibitors, confirmation, biochemical, ADP Hunter fluorescence; MgcRacGAP-stimulated Rac1 GTP hydrolysis, ADP Hunter fluorescence; higher % means a stronger effect; GST-tagged Rac1 F28L mutant substrate; inhibition, % at 30 µM, or IC50 in µM where a hit was titrated; actives 0.6% (n = 340,000); AID 624330;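 active means first-screen hits whose inhibition reached a set limit at any dose in the follow-up dose series; inconclusive means inhibition above the set first-screen limit but never retested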;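 further: fluorescence reports GDP produced by GAP-driven GTP hydrolysis; strong numbers were not always called active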
XIAP displacement = XIAP antagonists, biochemical, IAP family, fluorescence polarization (AID 1018). XIAP BIR domain, fluorescence polarization peptide displacement; higher % means a stronger effect. displacement, % at 20 µM, or IC50 in µM where a hit was titrated. actives 0.007% (n = 200,000); in the data active means displacement above about 50%; further: a part of the inactive calls stands beside numbers as strong as those of hits
SV40 large T antigen = SV40 large T antigen inhibitors, biochemical (AID 1903); SV40 large T antigen ATPase/helicase inhibition assay; higher % means a stronger effect; inhibition, % at 20 µM, or IC50 in µM where a hit was titrated; actives 0.39% (n = 310,000); in the data active means a potency from the dose series; inconclusive means inhibition mostly from about 32% at the one dose, without a potency; inactive means the rest, 99 in 100 with inhibition below about 32%; further: strong numbers were not always called active
Dengue-2 NS5 capping pilot replicate = second read-out of Dengue-2 NS5 capping, no call of its own (marks repeat the call); inhibition, %; measured here: pilot screen replicate inhibition
The depositor's hits bear a star; ? = inconclusive; . = not tested or not shown.

SMILES	Dengue-2 NS5 capping	LYP inhibition	RSV CPE inhibition	SIAH1 antagonists	AID2073	HIV fusion peptide	Rac1 GTP hydrolysis	XIAP displacement	SV40 large T antigen	others
O=C1C(Cc2c[nH]c3ccccc23)NC(=S)N1C1CCCCC1 (stereo not drawn)	-7%	0%	8.1%	0%	0%	-1.6%	6%	-6.3%	3%
CN1CCCN(S(=O)(=O)c2ccccc2)CC1	-8%	-5%	6.0%	-3%	-2%	-1.5%	5%	.	7%
Cc1ccc(S(=O)(=O)N(CC(=O)N2CCOCC2)CC(=O)N2CCOCC2)cc1	-7%	-5%	1.3%	-5%	9%	-4.3%	3%	-5.0%	3%
COc1ccc(OC)c(NS(=O)(=O)c2ccc(NC(C)=O)cc2)c1	-8%	-1%	1.9%	-2%	-4%	1.7%	6%	-6.9%	10%
CCCCN(C(=O)Cn1nnc2ccccc21)C(C(=O)NCCOC)c1cccs1 (stereo not drawn)	-11%	-2%	1.2%	-2%	2%	2.8%	9%	-6.5%	12%
Cc1nc(SCc2ccccc2C)n[nH]1	-2%	-10%	-0.4%	-4%	0%	-0.4%	8%	-6.6%	-1%
O=C(c1ccc(OCC2CCCO2)cc1)N1CCc2ccccc2C1 (stereo not drawn)	-6%	-2%	3.0%	17%	9%	0.7%	10%	-5.0%	3%
CCOC(=O)COc1ccc(S(=O)(=O)Nc2ccc3c(c2)OCO3)cc1	-6%	-4%	1.1%	-1%	-18%	-4.3%	-5%	-3.1%	17%
O=C(NC1CC1)C(=O)c1c[nH]c2ccccc12	-8%	-4%	0.1%	0%	13%	0.2%	5%	.	-1%
COC(=O)CCCC[C@@H]1SC[C@@H](NC(=O)OC)[C@@H]1NC(=O)OC	-2%	4%	0.7%	2%	5%	-0.5%	6%	0.6%	20%
COc1ccc(-c2cn(/N=C/c3ccc(Cl)cc3Cl)c(N)n2)cc1	-4%	-7%	1.5%	4%	25%	-1.3%	8%	-7.4%	14%
CCOC(=O)c1cccc(NC(=O)CS(=O)(=O)Cc2nc(-c3cccc(OC)c3)oc2C)c1	-2%	3%	1.6%	2%	1%	3.1%	5%	-3.4%	2%
CCCN(CCC)CCCNC(=S)Nc1ccc2nc(N3CCCC3)cc(C)c2c1	3%	-14%	-1.1%	-15%	0%	-1.3%	42%	0.5%	6%
CCOC(=O)N1CCN(C(=O)c2ccc(CS(=O)Cc3ccccc3Cl)o2)CC1 (stereo not drawn)	-2%	-11%	0.8%	15%	2%	1.7%	8%	.	2%
O=C(CCS(=O)(=O)c1ccccc1)Nc1nnc(-c2ccco2)o1	0%	-11%	1.8%	2%	8%	-0.1%	11%	.	24%
COc1ccc(CCn2c(NN=C3CCCC3)nc3c2c(=O)[nH]c(=O)n3C)cc1	7%	-3%	.	-3%	11%	-1.0%	17%	.	33%
CN(C(=O)c1cccc(C#N)c1)c1nnc(-c2ccccn2)s1	-2%	-6%	1.1%	-1%	-1%	0.4%	1%	-5.2%	9%
CCN(CCNC(=O)C1CCCN(S(=O)(=O)c2cnc[nH]2)C1)c1ccccc1 (stereo not drawn)	-10%	-4%	0.9%	1%	-4%	-2.4%	4%	-1.1%	3%
CC1(C)C([N+](=O)[O-])C(c2ccc(Cl)cc2)NC(c2ccc(Cl)cc2)C1[N+](=O)[O-] (stereo not drawn)	5%	-1%	?	5%	-1%	-0.1%	1%	-12%	-6%
Cc1cccc(CN2CCC(C(N)=O)CC2)c1	-1%	0%	-0.6%	1%	0%	-2.9%	-1%	-5.1%	2%
CCCc1c(O)nc(SCC(=O)O)[nH]c1=O	-11%	-4%	-1.7%	-2%	-12%	0.6%	-1%	-0.9%	2%
NC(=O)[C@H]1CC2(CC(c3cccc(NC(=O)CC(c4ccccc4)c4ccccc4)c3)=NO2)CN1C(=O)C(c1ccccc1)c1ccccc1 (stereo partly drawn)	-7%	6%	2.6%	-3%	33%	8.4%	11%	.	3%
CCOC(=O)COc1cc(-n2c(=S)[nH]c3cc(OC)c(OC)cc3c2=O)c(Cl)cc1Cl	-4%	6%	3.6%	-2%	-14%	-2.7%	9%	-9.4%	7%
CCCCNC(=O)CCn1c(=O)c2ccccc2n(Cc2ccc(Cl)cc2)c1=O	-3%	-2%	-1.2%	8%	9%	-0.4%	2%	1.0%	5%
O=C(CSc1ncc(-c2ccccc2)[nH]1)Nc1ccccc1F	-1%	-3%	12%	-6%	2%	-0.1%	12%	-7.5%	9%
Cc1ccc(C(=O)OCC(=O)c2c(N)n(C)c(=O)n(C)c2=O)cc1S(=O)(=O)N1CCCCC1	-8%	0%	2.4%	6%	4%	-0.5%	7%	0.9%	10%
COCCNC(=S)N/N=C(\C)CCc1ccc2c(c1)OCO2	0%	-6%	-0.3%	-5%	-9%	-1.3%	4%	-6.3%	17%
O=S(=O)(NCCc1ccccn1)c1ccc(OC(F)(F)F)cc1	4%	-9%	0.8%	0%	6%	0.9%	10%	.	26%
NC(=O)c1c(NC(NC(=O)c2ccco2)(C(F)(F)F)C(F)(F)F)sc2c1CCCC2	7%	-26%	0.1%	-5%	-26%	5.2%	25%	-2.6%	15%
COc1ccccc1CN1CCCCC1C(=O)O (stereo not drawn)	-6%	-8%	0.2%	7%	-4%	1.2%	-3%	-4.6%	4%
COC(=O)c1sc(NC(=O)c2ccoc2C)nc1C	-1%	3%	.	-5%	-1%	-1.6%	5%	-2.7%	10%
CC(OC(=O)CCCN=C1NS(=O)(=O)c2ccccc21)C(=O)N(C)c1ccccc1 (stereo not drawn)	-13%	.	-0.9%	.	.	.	3%	.	4%
COc1ccc2c(c1)c(C(=O)N/N=C/c1cccc(Br)c1)c(C)n2C	2%	-2%	.	14%	-3%	0.5%	16%	.	13%
Cc1ccc(NC(=O)CCN2C(=O)c3ccccc3C2=O)cc1C	-1%	-9%	1.8%	2%	10%	-1.6%	.	.	-3%
O=C(COc1ccc(S(=O)(=O)NCc2ccccc2)cc1)N1CCOCC1	-4%	-8%	1.8%	-6%	15%	-0.6%	19%	-6.9%	-1%
CCNc1ccc(C(=O)OCC)cc1NC(=O)c1cc(S(=O)(=O)N2CCOCC2)ccc1C	-1%	0%	1.3%	3%	6%	-1.0%	0%	1.5%	1%
O=C(CNc1ccccc1C(=O)O)c1ccccc1	3%	-3%	1.9%	7%	-5%	5.7%	-3%	.	14%
Cc1ccc(-n2c(-c3ccccc3)cc(=O)nc2C)cc1	-2%	1%	0.1%	0%	-2%	-0.4%	4%	2.7%	9%
O=C1N/C(=N\c2ccccn2)SC1Cc1ccc(Cl)cc1 (stereo not drawn)	-3%	-5%	1.8%	8%	11%	0.1%	-2%	-3.6%	20%
Cc1cccnc1NC(=O)c1cc2c(=O)oc3ccccc3c2s1	-6%	5%	-1.9%	8%	30%	1.4%	6%	-3.9%	6%

Reprinted from the part before: 2 entries, followed by the next part.
SMILES	Dengue-2 NS5 capping	LYP inhibition	RSV CPE inhibition	SIAH1 antagonists	AID2073	HIV fusion peptide	Rac1 GTP hydrolysis	XIAP displacement	SV40 large T antigen	others
O=C1N/C(=N\c2ccccn2)SC1Cc1ccc(Cl)cc1 (stereo not drawn)	-3%	-5%	1.8%	8%	11%	0.1%	-2%	-3.6%	20%
Cc1cccnc1NC(=O)c1cc2c(=O)oc3ccccc3c2s1	-6%	5%	-1.9%	8%	30%	1.4%	6%	-3.9%	6%
COc1ccc(OCCOC(=O)CNC(=O)c2ccc(C)cc2)cc1	-5%	.	-1.7%	.	.	.	5%	.	14%
Nc1ccc(Nc2ccccc2N)cc1	-26%	-4%	4.1%	31%	6%	0.2%	24%	-2.5%	15%
CC(=O)Nc1ccc(NC(=O)C(C)OC(=O)CNC(=O)c2sc3ccccc3c2Cl)cc1 (stereo not drawn)	20%	-1%	1.3%	3%	8%	0.2%	2%	1.1%	-2%
CCOC(=O)c1cnc2ccc(C)cc2c1N(C)Cc1ccccc1	-9%	-1%	0.2%	-1%	16%	-1.4%	5%	.	13%
CC(=O)c1c(N2CCCCC2)nc(=S)n(Cc2ccccc2)c1C	-6%	-9%	-0.3%	0%	2%	2.7%	9%	-3.7%	10%
Cc1cccc(-c2cccc(NC(=O)C3CCCN(C(=O)c4cccnc4)C3)c2)c1 (stereo not drawn)	-2%	-2%	8.8%	-6%	-8%	1.7%	9%	.	11%
Cc1nc2ccccc2c(=O)n1/N=C/c1ccc(OC(F)F)cc1	-4%	-2%	0.6%	1%	1%	0.6%	.	.	21%
COC(=O)c1ccc(CSc2nnc(SCc3ccc(C(=O)OC)o3)s2)o1	-4%	-3%	-0.2%	-7%	-14%	-1.6%	0%	-8.0%	10%
CN1CCN(NC(=O)c2cc(S(=O)(=O)N3CCOCC3)c(Cl)cc2Cl)CC1	1%	1%	2.6%	0%	9%	-0.7%	10%	-12%	4%
O=C(CCC(=O)N1CCOc2ccc(Cl)cc21)NCc1ccccc1	-1%	-8%	1.0%	-4%	6%	-0.3%	9%	.	4%
O=C(c1ccc(S(=O)(=O)NCc2ccco2)cc1)N1CCCC1	.	-6%	1.9%	-10%	7%	-0.6%	7%	-7.7%	8%
O=C(NCC(O)c1ccc2ccccc2c1)c1c(F)cccc1F (stereo not drawn)	-1%	-10%	4.2%	-1%	8%	-2.4%	10%	.	6%
Cc1ccc(CNC(=O)C(NS(=O)(=O)c2cccc3nsnc23)C(C)C)cc1 (stereo not drawn)	-2%	-8%	1.2%	3%	-4%	-1.9%	0%	.	4%
CCn1c(CC(=O)Nc2ccc(Cl)c(Cl)c2)nnc1SCc1ccc(Cl)cc1	-2%	-5%	2.0%	6%	8%	1.8%	12%	-19%	0%
O=C(Cn1cnc2ccccc21)Nc1ccccc1-c1ccccc1	-8%	0%	0.0%	4%	-6%	1.0%	6%	.	2%	Dengue-2 NS5 capping pilot replicate=-4.0
Cc1cc(C)n(Cc2ccc(NC(=O)c3nn(C)cc3[N+](=O)[O-])cc2)n1	-2%	-10%	1.6%	-1%	-3%	-4.7%	3%	-3.8%	1%
NC(=O)c1ccccc1Nc1nc(NCCO)nc(N2CCCC2)n1	-1%	.	2.7%	.	.	.	5%	.	-7%
COc1ccc(-c2nc(CS(=O)(=O)CC(=O)NCCCN3CCOCC3)c(C)o2)cc1	4%	-14%	1.0%	2%	2%	-2.2%	7%	.	5%
Cc1ccc(-n2ncc(C#N)c2N)cc1	-5%	-8%	0.3%	11%	3%	-0.9%	12%	.	3%
CNS(=O)(=O)c1ccc(Oc2ccc(S(=O)(=O)NC)cc2)cc1	.	-1%	8.8%	2%	-5%	-0.8%	12%	-11%	-4%
CC(=O)NCCN1C(=O)S/C(=C\c2cccs2)C1=O	-7%	5%	3.9%	3%	-6%	-2.5%	11%	-9.1%	9%
N#CC1=C(N)Oc2cc(N)ccc2C1c1ccccc1F (stereo not drawn)	-3%	-8%	-2.6%	-4%	0%	0.2%	5%	.	14%

Screening data deposited in PubChem BioAssay by several laboratories.
